Assay outcomes from PubChem.
rTrxR1 inhibitor: rat TrxR1 inhibition; Potency, µM (doses to about 114 µM), inactives show top-dose activity change, negative = inhibition, actives largely listed as inhibitors; 1% of 390,000 active; recombinant rTrxR1, NADPH fluorescence consumption, selenite substrate; O89049; also: % is scaled to controls: 0 for no effect and ±100 for the full control effect; nearly all actives have a fitted effect of over 65% in size
Target sequence (O89049 whole entry, looked up): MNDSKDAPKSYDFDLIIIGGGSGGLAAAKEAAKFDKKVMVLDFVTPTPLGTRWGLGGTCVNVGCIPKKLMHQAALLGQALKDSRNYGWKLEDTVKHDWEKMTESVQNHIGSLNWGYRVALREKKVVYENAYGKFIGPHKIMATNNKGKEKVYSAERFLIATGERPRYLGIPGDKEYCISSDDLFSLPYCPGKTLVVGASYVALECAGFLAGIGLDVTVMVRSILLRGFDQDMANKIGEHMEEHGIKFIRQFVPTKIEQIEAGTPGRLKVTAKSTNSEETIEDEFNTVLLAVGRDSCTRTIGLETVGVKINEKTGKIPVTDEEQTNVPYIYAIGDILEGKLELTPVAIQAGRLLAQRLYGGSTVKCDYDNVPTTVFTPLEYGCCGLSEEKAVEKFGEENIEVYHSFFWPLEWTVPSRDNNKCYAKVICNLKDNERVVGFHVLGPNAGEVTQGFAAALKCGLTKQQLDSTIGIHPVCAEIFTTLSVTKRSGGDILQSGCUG
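Rat TrxR1 (90 nM in the dispensed reagent) was pre-reduced with 400 uM NADPH for 5 min at room temperature, then incubated with compound for 15 min. After 400 uM selenite was added, NADPH fluorescence (Ex 340/Em 450 nm) was followed for 8 min.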
Vif-A3G inh: blocks the Vif interaction with human APOBEC3G. HeLa A3G-eYFP + Vif (tagged APOBEC3G with the HIV-1 protein that degrades it), YFP fluorescence, overnight. Potency, µM (top dose mostly 46.1 µM), without a hit: at the top dose activity, negative = active, hits mostly inhibitors. 0.076% of 410,000 active. AID 602310;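 also: % is scaled to controls: 0 for no effect and ±100 for the full control effect; nearly all actives have a fitted effect of over 60% in size; hits raise eYFP signal because A3G escapes Vif-driven loss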
Target sequence (Q9HC16 whole entry, looked up): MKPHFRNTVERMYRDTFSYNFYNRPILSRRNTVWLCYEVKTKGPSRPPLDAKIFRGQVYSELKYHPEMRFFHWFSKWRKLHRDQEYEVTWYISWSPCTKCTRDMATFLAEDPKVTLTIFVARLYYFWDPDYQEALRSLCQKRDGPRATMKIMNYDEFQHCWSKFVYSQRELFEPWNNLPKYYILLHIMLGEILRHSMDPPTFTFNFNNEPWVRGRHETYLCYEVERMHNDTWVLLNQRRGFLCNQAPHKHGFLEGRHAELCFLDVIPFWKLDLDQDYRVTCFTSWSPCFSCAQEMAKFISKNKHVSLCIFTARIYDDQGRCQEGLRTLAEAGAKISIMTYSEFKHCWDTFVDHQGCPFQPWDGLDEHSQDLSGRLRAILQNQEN
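Read-out is eYFP fluorescence (Ex 488/Em 500-530) from Vif-expressing HeLa A3G-eYFP cells; more signal means A3G escaped Vif-mediated degradation. Cells plated overnight, compound pinned in, incubated overnight at 37 deg C.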
RXFP1 agonist: agonists of human relaxin receptor RXFP1; Q9HBX9; HEK293T-RXFP1 cAMP TR-FRET, 30 min; response scale: percent of porcine relaxin response, buffer zero; Potency, µM (highest dose often 57.5 µM), for the others: top-dose activation, most hits filed as activators; 0.3% of 370,000 active; AID 2676; also: % is scaled to controls: 0 for no effect and ±100 for the full control effect; nearly all actives have a fitted effect of over 60% in size; many of its hits are not listed in these tables
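Agonist response is measured as cAMP accumulation in an RXFP1-transfected HEK293T line under PDE4 inhibition. Values are scaled between buffer-only and 29 nM porcine relaxin, and EC50s come from standard Hill equation fits.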
RGS4 inhibitor: blocks human RGS4-accelerated GTP hydrolysis; Transcreener GDP fluorescence polarization, RGS4-accelerated GTP hydrolysis; P49798; 0.039% of 390,000 active; AID 504845; Potency, µM (titrated, usually from 114 µM), for inactives: top-dose activity change, negative = inhibition, hits mostly inhibitors; also: % is scaled to controls: 0 for no effect and ±100 for the full control effect; nearly all actives have a fitted effect of over 75% in size; some results filed as inactive show a strong effect at the top dose
Target sequence (P49798 whole entry, looked up): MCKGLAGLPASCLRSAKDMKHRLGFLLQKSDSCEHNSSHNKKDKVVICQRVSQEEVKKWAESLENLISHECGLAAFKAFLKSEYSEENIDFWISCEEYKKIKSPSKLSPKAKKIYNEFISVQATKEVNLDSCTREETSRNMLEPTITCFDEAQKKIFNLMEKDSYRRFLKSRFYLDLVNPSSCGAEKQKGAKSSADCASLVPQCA
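MLSMR compounds (23 nl, pin-transferred) preincubated 10 min at room temperature with a 500nM (2x) first reagent, then RGS4 at 900nM (2x) plus Transcreener GDP mix added; fluorescence polarization (620/688 nm) read before and after 90 min at 30 °C.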
TrxR1 substrate: rat thioredoxin reductase 1 substrate activity; purified TrxR1 substrate turnover, NADPH consumption readout; Potency, µM (top dose mostly 114 µM), without a hit: at the top dose activity change, negative = substrate turnover; AID 588456; 0.01% of 390,000 active; also: % is scaled to controls: 0 for no effect and ±100 for the full control effect; nearly all actives have a fitted effect of over 50% in size
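Rat TrxR1, dispensed at 90 nM, was prereduced with 400 uM NADPH (final) for 5 min at ~22 deg C, then incubated with compound 15 min before 400 uM selenite. A first-read NADPH fluorescence drop versus no-compound background flagged substrates.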
USP1-UAF1 inh: blocks the human USP1/UAF1 deubiquitinase complex. 0.23% of 390,000 active. recombinant USP1/UAF1, Ub-Rhodamine cleavage fluorescence. O94782. Potency, µM (doses to about 57.1 µM), without a hit: at the top dose activity change, negative = inhibition, usual class: inhibitors; also: % is scaled to controls: 0 for no effect and ±100 for the full control effect; nearly all actives have a fitted effect of over 60% in size; inactives centre near -12
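High-throughput fluorogenic screen: 1nM USP1/UAF1 complex, Ub-Rho substrate 150nM final, 50mM HEPES pH 7.8 with 0.5mM EDTA, 0.1 mg/ml BSA, 1mM TCEP and 0.01% Tween-20.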
IDH1 R132H inh: inhibitors of human mutant IDH1 R132H | O75874 | IDH1-R132H enzyme, NADPH consumption, diaphorase/resazurin fluorescence | Potency, µM (top dose mostly 76.6 µM), inactives show top-dose activity change, negative = inhibition, actives largely listed as inhibitors | 0.093% of 390,000 active | AID 602179; also: % is scaled to controls: 0 for no effect and ±100 for the full control effect; nearly all actives have a fitted effect of over 65% in size
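IDH1-R132H (0.5 ug/mL) preincubated 30 min with compound, then NADPH (0.016 mM) and alpha-KG (2 mM) added; 80 min at RT, pH 7.5. Remaining NADPH coupled via diaphorase/resazurin to fluorescence (540/590 nm); concentration-response curves normalized to no-enzyme control.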
ALOX12 inh: blocks human arachidonate 12S-lipoxygenase; purified 12hLO, xylenol orange hydroperoxide absorbance; P18054; 1.1% of 580,000 active; AID 1671190; Potency, µM (highest dose often 108 µM), without a hit: at the top dose activity change, negative = inhibition, actives largely listed as inhibitors; also: % is scaled to controls: 0 for no effect and ±100 for the full control effect
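Hydroperoxide product was detected by ferrous iron/xylenol orange as the 573 to 405 nm absorbance ratio. Arachidonic acid at 40 uM (final) was turned over for 30 min at room temperature by 150 nM human 12hLO, pH 7.0 Hepes buffer, after 15 min compound preincubation.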
Vif-A3F inh: Vif-A3F binding inhibition. Potency, µM (titrated, usually from 46.1 µM), for the others: top-dose activity, negative = active. HeLa A3F-eYFP + Vif (tagged APOBEC3F with the HIV-1 protein that degrades it), YFP fluorescence increase. 0.2% of 390,000 active; also: % of control where 0% means no effect; nearly all actives have a fitted effect of over 65% in size
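HeLa cells stably expressing Vif plus C-terminally eYFP-tagged A3F were seeded, incubated overnight at 37 deg C, dosed with compound, incubated overnight again at 37 deg C. Yellow fluorescence (Ex 488/Em 500-530) reported blocked Vif-mediated A3F-eYFP degradation.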
Starred values were filed as active, the others as inactive; u = inconclusive; x = no result given; & = joins results of further samples; [ ] = dose if it differs, or a comment. Calls follow the shape of the dose curve; as a rule, active = well fitted curve in the direction sought with a large enough effect; inconclusive = small, poorly fitted or top-dose-only effect, or another doubt; inactive = no such curve, though single readings can be large; an effect the other way counts as inactive or inconclusive. Potency is read from the fitted curve at half-maximal effect. An excerpt. The share of hits here may be higher or lower than overall.

(1) CC(C)CC(=O)Nc1ccc(N2CCN(S(C)(=O)=O)CC2)cc1
(2) CCN(CC)CCNC(=O)c1ccc(NC(=O)c2ccc(S(=O)(=O)N3CCCCCC3)cc2)cc1
(3) CCOC(=O)c1c(NC(=O)Cn2cnc3scc(-c4ccc(C)cc4)c3c2=O)sc(C)c1C
(4) Cc1ccc(C)c(SCC(=O)OC/C(O)=C(\C#N)c2nc3ccccc3[nH]2)c1
(5) COc1ccc(OC)c(NC(=O)c2cccnc2Sc2ccccc2)c1
(6) Cc1cccc(C(=O)O[C@@H]2[C@H](Cc3ccccc3)NS(=O)(=O)[C@H]3C[C@@H]4C=C[C@]23O4)c1
(7) Cc1ccc(NC(=O)Cn2nc(-c3ccccc3)nc(Cc3ccc(Cl)cc3)c2=O)cc1
(8) COc1ccc(N2CCN(S(=O)(=O)c3cc(Br)cc4c3N(C(=O)C3CC3)CC4)CC2)cc1
Compound	1	2	3	4	5	6	7	8
rTrxR1 inhibitor	5%	-10%	13%	2%	6%[57.1 µM]	-10%	14%[57.1 µM]	14%
Vif-A3G inh	-3%	0%	-3%	-14%	-3%	-3%	2%	5%
RXFP1 agonist	1.7%	2.6%	-2.7%	2.5%	-0.3%	0.7%	-0.7%	0.6%
RGS4 inhibitor	-45%	-36%	-12%	4%	22%	2%	11%	29%
TrxR1 substrate	4%	-8%	1%	15%[57.1 µM]	7%[57.1 µM]	-8%[57.1 µM]	0%[57.1 µM]	-4%
USP1-UAF1 inh	-1%	-15%	-2%	-28%	-13%	u	-9%	-10%
IDH1 R132H inh	-9%	7%	-1%	8%	11%	-7%	-12%	14%
ALOX12 inh	0%	u	11%	-6%	18%	-4%	-12%	0%
Vif-A3F inh	4%	8%	0%	u	3%	4%	2%	2%

(9) CC(=O)NC(=S)Nc1ccc(NC(=O)c2cccnc2)cc1
(10) COc1ccccc1OCC(=O)NNC(=O)C(=O)N1CCCC1
(11) COCCn1c(SCC(=O)Nc2cc(OC)ccc2OC)nc2c(c1=O)SC(C)C2 (stereo not given)
(12) CCOC(=O)c1[nH]c2ccc(OC)cc2c1NC(=O)NC(C)C
(13) CC(C)c1ccc2oc(-c3ccc(NC(=O)c4ncn[nH]4)cc3)nc2c1
(14) Cc1ccc(NC(=O)Cn2nc(C(=O)Nc3ccc(C)cc3)ccc2=O)cc1
(15) O=C(NNC(=O)c1ccc(-n2cncn2)c([N+](=O)[O-])c1)c1cccc(Cl)c1
(16) O=C(CSC1=Nc2ccccc2N=C(c2ccc(F)cc2)C1)Nc1cc(F)ccc1F
Compound	9	10	11	12	13	14	15	16
rTrxR1 inhibitor	6%[57.1 µM]	-4%[57.1 µM]	4%	7%[57.1 µM]	81%[activator]	16%	12%	23%[57.1 µM]
Vif-A3G inh	-2%	0%	1%	-2%	-7%	-2%&-11%	2%	-1%
RXFP1 agonist	-0.8%	-1.9%	0.0%	1.7%	1.9%	2.1%&-0.6%	1.3%	0.9%
RGS4 inhibitor	2%	24%	17%	15%	-4%	5%&5%	2%	-20%
TrxR1 substrate	5%[57.1 µM]	4%[57.1 µM]	-7%	18%[57.1 µM]	93%[activator]	4%	9%[57.1 µM]	2%[57.1 µM]
USP1-UAF1 inh	-15%	-3%	-7%	0%	8%	-7%&2%	-6%	-22%
IDH1 R132H inh	4%	-1%	6%	1%	0%	-3%&-10%	6%	11%
ALOX12 inh	130%[activator]	3%	101%[activator]	-2%	3%	-6%&-13%	-3%	-3%
Vif-A3F inh	-44%	5%	0%	-3%	-9%	-12%&2%	-2%	-5%

(17) CN(CC(=O)Nc1ccccc1Cl)C(=O)CSc1ncc(C(F)(F)F)cc1Cl
(18) CCCCN1CC(C(=O)NC2CCCCC2)CC1=O (stereo not given)
(19) COc1cc(/C=C(\C#N)C(=O)Nc2ccccc2)ccc1OCCN1CCOCC1
(20) CCCC(=O)Nc1ccc(S(=O)(=O)Nc2nccs2)cc1
(21) COc1ccc(-c2noc(CCC(=O)Nc3ccc4c(c3)OCCO4)n2)cc1
(22) Cc1[nH]c2ccc(C(=O)Nc3ccc(F)cc3)cc2c1C
(23) O=S(=O)(NCCc1ccccc1)c1cccc2nsnc12
(24) Cn1c(Cn2c3ccccc3c3ccccc32)n[nH]c1=S
Compound	17	18	19	20	21	22	23	24
rTrxR1 inhibitor	8%	-5%	-24%	20%	5%[57.1 µM]	2%[57.1 µM]	3%	12%
Vif-A3G inh	1%	0%	4%	1%	-1%	-2%	2%	-1%
RXFP1 agonist	3.5%	0.7%	-1.4%	x	0.6%	-0.6%	0.6%	-0.1%
RGS4 inhibitor	12%	13%	26%	0%	11%	10%	-10%	-30%
TrxR1 substrate	3%	-4%	-15%	-5%	4%[57.1 µM]	-3%[57.1 µM]	6%[57.1 µM]	3%
USP1-UAF1 inh	-24%	0%	-13%	1%	-4%	7%	-4%	-25%
IDH1 R132H inh	3%	-3%	4%	-5%	3%	72%[activator]	0%	0%
ALOX12 inh	-16%	0%	-11%	288%[activator]	0%	-13%	-5%[57.4 µM]	-63%
Vif-A3F inh	-9%	x	3%	2%	1%	-4%	-4%	-28%

(25) Cc1coc2cc3oc(=O)c(CC(=O)N4CCCCC4)c(C)c3cc12
(26) O=C1NC(=O)/C(=C\c2ccc(Cl)nc2)S1
(27) CC(C)C[C@H](NC(=O)C1(c2ccccc2)CCN(C(=O)[C@H]2CSCN2C(=O)OC(C)(C)C)CC1)C(=O)O
(28) Cc1cccc(NC(=S)NC2CC3CCCC(C2)N3Cc2ccco2)c1 (stereo not given)
(29) CCn1c2ccccc2c2nnc(SCCN3CCOCC3)nc21
(30) O=[N+]([O-])c1ccc(COc2ccc(CN3CCOCC3)cc2)cc1
(31) COc1ccc(-n2c(C)nc3cc(C(=O)O)ccc32)cc1
(32) COC(=O)C(CC(=O)CNC(=O)c1ccccc1)NC(=O)c1ccccc1 (stereo not given)
Compound	25	26	27	28	29	30	31	32
rTrxR1 inhibitor	7%	2%	-3%	4%	-8%	7%	13%	24%
Vif-A3G inh	-3%	-1%	1%	7%	2%	3%	2%	3%
RXFP1 agonist	1.0%	4.7%	0.4%	0.0%	17%	x	1.6%	x
RGS4 inhibitor	4%	u	-14%	14%	-12%	-23%	5%	16%
TrxR1 substrate	2%	-12%	-4%	-3%	1%	6%	13%	4%
USP1-UAF1 inh	-7%	-16%	-5%	-2%	-11%	-28%	-20%	-5%
IDH1 R132H inh	2%	8%	1%	4%	-5%	13%	1%	-4%
ALOX12 inh	-3%	-2%	1%	2%	-49%	-18%	7%	-1%
Vif-A3F inh	5%	4%	-24%	0%	7%	2%	-3%	2%

Complete entries from above. Order of screens: rTrxR1 inhibitor	Vif-A3G inh	RXFP1 agonist	RGS4 inhibitor	TrxR1 substrate	USP1-UAF1 inh	IDH1 R132H inh	ALOX12 inh	Vif-A3F inh
CN(CC(=O)Nc1ccccc1Cl)C(=O)CSc1ncc(C(F)(F)F)cc1Cl across the screens: 8%	1%	3.5%	12%	3%	-24%	3%	-16%	-9%
COc1ccc(-n2c(C)nc3cc(C(=O)O)ccc32)cc1 across the screens: 13%	2%	1.6%	5%	13%	-20%	1%	7%	-3%
CCn1c2ccccc2c2nnc(SCCN3CCOCC3)nc21 across the screens: -8%	2%	17%	-12%	1%	-11%	-5%	-49%	7%
CC(C)CC(=O)Nc1ccc(N2CCN(S(C)(=O)=O)CC2)cc1 across the screens: 5%	-3%	1.7%	-45%	4%	-1%	-9%	0%	4%

Next section:
(33) CCC1CCCCN1CCCNC(=O)c1cc2c(=O)n(CC)c3ccccc3c2s1 (stereo not given)
(34) Cc1c(/C=C2\NC(=O)NC2=O)c2ccccc2n1C
(35) Cc1nc(C)n(CC(C)C(=O)N2CCN(S(=O)(=O)c3ccccc3)CC2)n1 (stereo not given)
(36) Cc1cc(C)c2c(N)c(C(=O)C(C)(C)C)sc2n1
(37) Cn1c(N)c(C(=O)c2cc(-c3ccccc3)nc3ccccc23)c(=O)n(C)c1=O
(38) O=C(CN1CCC2(CC1)OCCO2)c1c[nH]c2ccccc12
(39) N#CCCN(C(=O)CN1CCN(S(=O)(=O)c2ccc(Cl)s2)CC1)c1ccc(F)cc1
Compound	33	34	35	36	37	38	39
rTrxR1 inhibitor	27%	4%[57.1 µM]	28%[57.1 µM]	-1%[57.1 µM]	17%[57.1 µM]	-14%	-5%
Vif-A3G inh	1%	-5%	0%	-1%	-8%	1%	1%
RXFP1 agonist	1.8%	-2.8%	1.1%	-1.8%	-1.0%	-0.1%	x
RGS4 inhibitor	-14%	-30%	-12%	-20%	1%	-9%	-45%
TrxR1 substrate	15%	4%[57.1 µM]	14%[57.1 µM]	28%[57.1 µM]	8%[57.1 µM]	-3%	-10%
USP1-UAF1 inh	-21%	-14%	-19%	-9%	-13%	-21%	-14%
IDH1 R132H inh	-11%	9%	-3%	9%	2%	8%	4%
ALOX12 inh	-23%	u	-13%	-11%	-6%&-9%	54%	-13%
Vif-A3F inh	0%	-12%	5%	5%	2%	x	8%
